# High-throughput results (PubChem BioAssay)
# MrgX1 antagonist: antagonists of human MrgX1 receptor. Q96LB2. MRGX1-HEK293 calcium flux, Fluo-4, BAM8-22 antagonism; stronger effect = lower value. B-score at 10 µM. hit rate 1.3% among 310,000. AID 588676;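 active = calcium-response B-score plate-corrected more than 3 library SD below zero, starting fluorescence within 5 deviations, no agonist response on first addition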;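 note: peak minus trough fluorescence over baseline after final BAM8-22 challenge near maximal dose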
# Target sequence (Q96LB2 whole entry, looked up): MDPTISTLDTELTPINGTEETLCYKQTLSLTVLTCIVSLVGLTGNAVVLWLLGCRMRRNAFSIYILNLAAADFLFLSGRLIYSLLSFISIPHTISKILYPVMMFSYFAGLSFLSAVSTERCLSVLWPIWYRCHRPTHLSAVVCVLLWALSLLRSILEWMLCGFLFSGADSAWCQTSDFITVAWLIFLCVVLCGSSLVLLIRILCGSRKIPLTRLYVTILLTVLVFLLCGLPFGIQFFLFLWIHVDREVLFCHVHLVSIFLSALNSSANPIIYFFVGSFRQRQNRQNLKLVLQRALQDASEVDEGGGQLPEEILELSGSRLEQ
# TRPC6 activator: activates the mouse TRPC6 cation channel; HEK293-TRPC6 membrane potential dye fluorescence; stronger effect = higher value; hit rate 0.13% among 310,000; Q61143; AID 2550; B-score at 10 µM;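 active = B-score of the integrated fluorescence ratio above library mean plus 3 SD, and starting fluorescence ratio within library mean plus 5 SD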;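 note: higher score means more depolarization so channel activation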
# HIF act: HIF pathway transcriptional activation. U2OS HRE-luciferase reporter, luminescence; normalized: DMSO 0%, desferrioxamine 100%. activation, % at 7.5 µM (by protocol). hit rate 0.32% among 300,000. AID 1910;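 active = mean activation of at least 10% of the iron chelator positive control signal, with at least half of replicates also reaching 10%; inconclusive = mean and replicate majority disagree about reaching 10%; inactive = mean and most replicates under 10%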
# PolyA inhibitor: inhibitors of polyadenylation in S. cerevisiae; S. cerevisiae SKY197-pL101 polyadenylation reporter, beta-gal luminescence; efflux-impaired pdr1/pdr3 knockout yeast; score 100 = 6 SD above DMSO; calls only at 12 µM; hit rate 0.02% among 300,000; AID 1875;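 active = lowest replicate activity score at least 50, where 100 means six control SD above control mean; inconclusive = lowest score under 50 but half or more replicates reach 50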;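 note: yeast exposed to compound for 9 h at 30 °C; higher score means more reporter readthrough which indicates perturbed polyadenylation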
# TRPC4 PAM: allosteric potentiators of mouse TRPC4 channel | hit rate 0.42% among 310,000 | B-score at 10 µM | Q9QUQ5 | HEK293 TRPC4beta/mu-opioid, DAMGO EC20, Fluo-4 Ca2+ flux; stronger effect = higher value | AID 2227;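 active = B-score of calcium response area above 5 SD of library B-scores, with initial fluorescence ratio within 5 SD of library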;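 note: B-score of integrated fluorescence ratio over time as area under calcium response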
# MrgX1 allo act: allosterically activates human MrgX1 receptor signaling | hit rate 0.63% among 310,000 | Q96LB2 | AID 588675 | MrgX1-HEK293, Fluo-4 calcium flux, FDSS; stronger effect = higher value | B-score at 10 µM;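 active = plate-corrected calcium response at least 3 library SD above typical, normal starting fluorescence, not activating the receptor alone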;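 note: compound read alongside a low EC10 to EC30 dose of BAM8-22 agonist; peak minus trough fluorescence over baseline measured at the second addition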
# TRPC6 inhibitor: inhibitors of mouse TRPC6 channel. Q61143. HEK293-TRPC6, membrane potential dye, ACh-evoked depolarization; stronger effect = lower value. B-score at 10 µM. hit rate 1.1% among 310,000. AID 2553;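 active = B-score under library mean minus 3 SD, initial fluorescence not abnormally high, positive integrated signal ratio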;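 note: B-score derived from integrated fluorescence ratio over the kinetic read; more negative B-score means stronger inhibition of depolarization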
# AI-2 QS modul: Vibrio harveyi AI-2 quorum sensing modulation; Vibrio harveyi JMH597 AI-2 luminescence/OD600 ratio, 9 h; stronger effect = lower value; strain lacks LuxN and CqsS sensors; 0 = neutral-control median; AID 2094; activity change, % at 7.5 µM; hit rate 0.4% among 300,000; in the data active = activity change below about -75%, passing the limit was not always enough; inconclusive = no clear call, values can overlap the other calls;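 note: luminescence divided by OD600 gain over 9 h not by final OD600 alone; inactives centre near 13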
# TRPC4 block: blocks the mouse TRPC4 cation channel | Q9QUQ5 | hit rate 0.39% among 300,000 | B-score at 10 µM | HEK293 TRPC4beta/mu-opioid, DAMGO-evoked Fluo4 calcium flux; stronger effect = lower value | AID 2247;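 active = B-score over 3 SD under the library average, no early fluorescence shift, positive overall ratio signal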
#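 Assay system: HEK293 cells with stable TRPC4beta plus mu-opioid receptor expression; Probe or stimulus: DAMGO in two steps, submaximal then maximal; Dosing: single-point compound dosing; Measured by: Fluo4 calcium-dye fluorescence, kinetic read; Read-out basis: B score from integrated Fluo4 fluorescence ratio.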
# MrgX1 ag: agonists of human MrgX1 receptor; hit rate 0.44% among 310,000; MrgX1-HEK293 cells, Fluo-4 calcium fluorescence, agonist mode; stronger effect = higher value; B-score at 10 µM; Q96LB2;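 active = calcium response B-score plate-corrected fluorescence ratio at least 3 library SD, with starting fluorescence B-score inside 5 SD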
#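 Assay system: stable human MrgX1 HEK293 cell line. Quantity: 15,000 cells per well. Schedule: cells plated overnight, dye loaded 0.5 h 37 °C, 0.5 h room temperature. Detection: Fluo-4 NW calcium-flux fluorescence, kinetic read. Read-out basis: peak-minus-minimum fluorescence over baseline, converted to B scores. Control set: positive and negative control wells on each plate.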
# TRPC4 act: opens the mouse TRPC4 cation channel; Q9QUQ5; HEK293 TRPC4beta/mu-opioid, Fluo4 calcium fluorescence; stronger effect = higher value; B-score at 10 µM; hit rate 0.49% among 310,000; AID 2237;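 active = B-score above 5 SD of library B-scores, and initial fluorescence ratio not above library mean plus 5 SD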;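 note: positive B-score marks a calcium rise read as TRPC4 activation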
#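 Incubation: 45 min room-temperature Fluo4 loading, 110 s read / System: HEK293 cells stably co-expressing mouse TRPC4beta and mu-opioid receptor / Signal: Fluo4 fluorescence, kinetic / Control set: buffer (low) and maximal DAMGO (high) / Measure: integrated baseline-normalised fluorescence ratio, converted to per-well B score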
# Active calls of the source: *; i = inactive; ? = inconclusive; · = not tested or not shown. Some of the compounds tested; the hit share may differ from the screen's.
SMILES,MrgX1 antagonist,TRPC6 activator,HIF act,PolyA inhibitor,TRPC4 PAM,MrgX1 allo act,TRPC6 inhibitor,AI-2 QS modul,TRPC4 block,MrgX1 ag,TRPC4 act
O=C(Nc1ccc2c(c1)CCC2)c1ncoc1-c1ccccc1F,·,i,1.4,i,i,·,i,12.6,i,·,i
Cc1cc(NC(=O)CSc2nnc(-c3ccco3)n2Cc2ccccc2)no1,i,i,0.0,i,i,i,i,1.5,i,i,i
COc1cccc(-n2c(SCC(N)=O)nnc2-c2ccco2)c1,i,i,-0.8,·,i,i,i,13.6,i,i,i
COc1ccc(NC(=O)c2cc(-c3ccccc3)nc3c2c(C)nn3-c2ccccc2)c(OC)c1,i,i,-0.6,i,i,i,i,5.7,i,i,i
Cc1nn(C)cc1C(C(=O)NC1CCCCC1)N(CCc1ccccc1)C(=O)c1cnccn1 (stereo unspecified),i,i,0.4,i,i,i,i,2.1,i,i,i
Cc1cc2c(c(=O)o1)C1(C(=O)N(C)c3ccccc31)C(C#N)=C(N)O2 (stereo unspecified),i,i,-0.4,i,i,i,i,-0.2,i,i,i
O=C(NNC(=O)c1c(F)cccc1F)c1ccccc1-n1cccc1,i,i,0.4,i,i,i,i,5.4,i,i,i
CC1CCN(CCCCOc2ccc(F)cc2)CC1,i,i,-0.8,i,i,i,i,13.8,i,i,i
CCOc1ncccc1C(=O)OCc1ccccc1,i,i,0.3,i,i,i,i,1.8,i,i,i
COC(=O)[C@@H](Cc1c[nH]c2ccccc12)NC(=O)C1CCCN(S(=O)(=O)c2ccc(C)cc2)C1 (stereo partly specified),i,i,0.4,i,i,i,i,12.9,i,i,i
Cc1c(C(=O)NC(=S)Nc2ccc(N3CCOCC3)cc2)cccc1[N+](=O)[O-],i,i,1.0,i,i,i,i,36.1,i,i,i
Cc1ccc(S(=O)(=O)N2CCOCC2)cc1C(=O)Nc1ccccn1,i,i,-0.1,i,i,i,i,9.7,i,i,i
CN(Cc1ccccc1)c1ccc2nnc(-c3ccccc3)n2n1,i,i,0.3,i,i,i,i,6.3,i,i,i
Cc1ccc(N(O)C(=O)OCCNC(=O)Nc2ccccc2)cc1,i,i,-0.9,i,i,i,i,-5.3,i,i,i
COc1ccc(C(=O)CCN2CCCCCC2)cc1,i,i,-0.8,i,i,i,i,26.2,i,38.8*,i
Cc1cccc(NC(=S)N2CCN(C(=O)c3ccco3)CC2)c1,i,i,0.3,i,i,i,i,i,i,i,i
COc1ccc2c(Cl)c(C(=O)N/N=C/c3ccncc3)sc2c1,i,i,-0.4,i,i,i,i,10.8,i,i,i
COc1cc(C=O)ccc1OCc1ccccc1Br,i,i,1.3,i,i,i,i,28.2,i,i,i
COc1ccc(NC2CCCN(C(=O)c3ccncc3)C2)cc1 (stereo unspecified),i,i,0.1,i,i,i,i,3.0,i,i,i
Cc1cc(C)nc(/N=C2\NC(=O)CC(C(=O)O)N2c2ccc(Cl)cc2)n1 (stereo unspecified),i,i,-0.1,i,i,i,i,10.1,i,i,i
COc1ccc(CCNCc2cc3ccc(C)cc3[nH]c2=O)cc1OC,i,i,0.5,i,i,i,i,13.3,i,i,i
O=C(Nc1ccc(Cl)cc1)N1CCCC(Cn2cccc2)C1 (stereo unspecified),i,i,0.9,i,i,i,i,1.8,i,i,i
Cc1ccc(-n2c(C)c([N+](=O)[O-])c3ccc(O)c(CN(C)C)c32)cc1,i,i,5.0,i,i,i,i,15.3,i,i,i
CC(=O)Nc1ccc(NC(=O)c2ccc3c(c2)C(=O)N(c2ccccc2C)C3=O)cc1,i,i,-1.0,i,i,i,i,-8.2,i,i,i
O=C(COc1cc2oc(=O)cc(-c3ccccc3)c2cc1Cl)NCCN1CCOCC1,i,i,-1.2,i,i,i,i,11.8,i,i,i
O=C(Nc1ccc(F)cc1)c1ccc(-n2ccnc2)nc1,i,i,-0.4,i,i,i,i,20.2,i,i,i
COc1ccc2c(CC(=O)OCC(=O)Nc3cc(C)c(C)cc3[N+](=O)[O-])coc2c1,i,i,-0.6,i,i,i,i,0.7,i,i,i
O=C(CCC(=O)Nc1ccc(F)cc1)N/N=C/c1cccc(Br)c1,i,i,0.5,i,i,i,i,4.4,i,i,i
CCCCNC(=O)c1ccc2c(c1)N(CC)C(=O)CS2,i,i,-0.1,i,i,i,i,13.7,i,i,i
O=P(O)(CCc1ccccc1)C(O)c1ccccc1 (stereo unspecified),i,i,0.2,i,i,i,i,20.2,i,i,i
N#CC1=C(SCc2ccc(C#N)cc2)N=C(N)C(c2nc(-c3ccccc3)cs2)C12CCCCC2 (stereo unspecified),i,i,0.0,i,i,i,i,31.5,i,i,i
Cc1ccc(C(c2sc3nc(C)nn3c2O)N2CCN(C(=O)c3ccco3)CC2)cc1 (stereo unspecified),i,i,-0.2,i,i,i,i,7.7,i,i,i
CCOC(=O)c1ccc(NC(=O)Cn2ccc([N+](=O)[O-])n2)cc1,i,i,-0.7,i,i,i,i,27.3,i,i,i
S=C(NCc1ccco1)Nc1ccccn1,i,i,-0.2,i,i,i,i,5.0,·,i,i
Cc1ccc(N(C(=O)c2cnccn2)C(C(=O)NC2CCCCC2)c2ccc(O)cc2)cc1 (stereo unspecified),i,i,0.1,i,i,i,i,14.7,i,i,i
C=CCn1c(=O)c2ccccc2n2c(SCC(=O)N3CCCc4ccccc43)nnc12,i,i,0.2,i,i,i,i,-3.7,i,i,i
COC(=O)c1cc2c(C)nn(-c3ccccc3)c2s1,i,i,0.9,i,i,i,i,14.0,i,i,i
CCN(CC(=O)NC(C)C)C(=O)[C@H](C)NC(=O)c1ccc(Br)cc1,i,i,-0.7,i,i,i,i,13.5,i,i,i
CC(=O)NC(Cc1ccccc1)C(=O)OCC(=O)c1ccc(Cl)cc1 (stereo unspecified),i,i,0.2,i,i,i,i,7.3,i,i,i
CC(Oc1cccc(F)c1)C(=O)/C=C\N(C)C (stereo unspecified),i,i,-2.9,i,i,i,i,20.6,i,i,i
S=c1[nH]ncn1-c1ccccn1,i,i,-0.1,i,i,i,i,27.3,i,i,i
COc1ccc(CNC(=O)CSc2ccc(Br)cc2)cc1OC,i,i,-13.2,i,i,i,i,21.4,i,i,i
Cn1c(=O)c2c(nc(Cl)n2CC(=O)NC2(C#N)CCCCC2)n(C)c1=O,i,i,-37.9,i,i,i,i,25.9,i,i,i
Cc1noc(C)c1COc1cccc(C(=O)OC(C)C(=O)Nc2c(C)n(C)n(-c3ccccc3)c2=O)c1 (stereo unspecified),i,i,·,·,i,i,i,12.6,i,i,i
Cc1cccc(NC(=S)NCCc2ccc(S(N)(=O)=O)cc2)c1C,i,i,-0.2,i,i,i,i,27.1,i,i,i
c1ccc2c(-c3csc(-c4ccncc4)n3)c[nH]c2c1,i,i,3.2,i,i,i,i,7.1,i,i,i
COc1cccc(/C=C/C(=O)c2ccc(NS(=O)(=O)c3ccc(C)cc3)cc2)c1,i,i,0.2,i,i,i,i,18.3,i,i,i
COc1cc(C(=O)NNC(=S)Nc2ccc(S(N)(=O)=O)cc2)cc(OC)c1OC,i,i,-0.4,i,i,i,i,7.6,i,i,i
Cc1cccc(Nc2nc(N)nc(CN3CCN(C)CC3)n2)c1,i,i,0.2,i,i,i,i,7.0,i,i,i
Cc1ccc(O)c(CNn2cnnc2)c1,i,i,0.2,i,i,i,i,20.8,i,i,i
COc1ccc(OCCNC(=O)/C=C/c2ccc([N+](=O)[O-])cc2)cc1,i,i,0.3,i,i,i,i,0.0,i,i,i
Cc1onc(-c2ccccc2Cl)c1C(=O)Nc1ccccc1O,i,i,0.3,i,i,i,i,-5.8,i,i,i
CC(=O)c1c(C)nn(C(C)CC(=O)O)c1C (stereo unspecified),i,i,0.2,i,i,i,i,19.5,i,i,i
NC(=O)C[C@@H]1NC(=O)CNC(=O)c2cc([N+](=O)[O-])cc(I)c2NCCC(C(N)=O)NC1=O (stereo partly specified),i,i,-1.3,·,i,i,i,3.0,i,i,i
CCOCCCNc1ncnc2c1[nH]c1ccccc12,i,i,0.8,i,i,i,i,0.2,i,i,i
C/C(=N\NC(=O)c1cccc(S(=O)(=O)Nc2cccc(Cl)c2)c1)c1cccs1,i,i,-0.1,i,i,i,i,13.3,i,i,i
COc1ccccc1NC(=O)N1CCCC1C(=O)Nc1ccc2c(c1)OCCO2 (stereo unspecified),i,i,0.0,i,i,i,i,6.5,i,i,i
O=C(Cc1ccc(S(=O)(=O)N2CCOCC2)s1)Nc1ccc(S(=O)(=O)N2CCCCC2)cc1,i,i,?,i,i,i,i,10.1,i,i,i
CN1CCN(S(=O)(=O)c2ccc3ccccc3c2)CC1,i,i,0.3,i,i,i,i,27.4,i,i,i
CCOC(=O)c1ccc(NC(=S)NN2CCOCC2)cc1,i,i,0.8,i,i,i,i,14.7,i,i,i
# Later entries:
SMILES,MrgX1 antagonist,TRPC6 activator,HIF act,PolyA inhibitor,TRPC4 PAM,MrgX1 allo act,TRPC6 inhibitor,AI-2 QS modul,TRPC4 block,MrgX1 ag,TRPC4 act
Cc1cc2c(cc1S(=O)(=O)Nc1cccc(F)c1C)NC(=O)CO2,i,i,-0.7,i,i,i,i,17.1,i,i,i
COc1ccc(/C(C)=N/NC(=O)CNC(=O)C(c2ccccc2)c2ccccc2)c(OC)c1,i,i,-0.2,i,i,i,i,9.1,i,i,i
COc1cc(C2NC(=O)NC(c3ccccc3)=C2C(C)=O)cc([N+](=O)[O-])c1O (stereo unspecified),i,i,-0.1,i,i,i,i,29.4,i,i,i
Cc1ccc(S(=O)(=O)Nc2nc3ccccc3nc2Nc2cccc(S(=O)(=O)N3CCCC3)c2)cc1,i,i,0.5,i,i,i,i,25.4,i,i,i
Fc1ccccc1COc1cccc(/C=N/n2cnnc2)c1,i,i,0.8,i,i,i,i,24.3,i,i,i
